Screening data: PubChem BioAssay, several laboratories
NALP1 inh = inhibitors of NALP1 inflammasome in yeast | S. cerevisiae NALP1/ASC/caspase-1 growth, X-gal OD620, 72 h | inhibition, % at 10 µM | hit rate 0.61% among 280,000 | AID 2071; in the data active = inhibition mostly above about 24%, no sharp cut-off; inactive = mostly below about 32%; note: some compounds called inactive have numbers as strong as hits
DNA FID counter = fluorescent intercalator displacement, NS3 helicase counter-screen | DNA fluorescent intercalator displacement, fluorescence | hit rate 0.17% among 290,000 | AID 1845 | inhibition, % at 7.9 µM; in the data active = inhibition above about 37%;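 note: 0% = vehicle and 100% = reference compound; higher means more ethidium bromide displaced from hairpin DNA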
MEKK2 mut-MEK5 = signal of MEK5 binding to mutant human MEKK2 PB1 domain. bead flow cytometry, Alexa488-MEK5 binding to MEKK2 mutant. hit rate 0.35% among 290,000. percent response, % at 10 µM; in the data active = percent response above about 24%, passing the limit was not always enough; note: inactives centre near 1; some results filed as inactive read as strong as hits; reference of the scale not given here
M18AAP inhibitor = PfM18AAP enzyme inhibition; recombinant PfM18AAP, H-Glu-NHMec fluorogenic cleavage; inhibition, % at 7.35 µM; hit rate 1.2% among 290,000; AID 1822;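 active = inhibition above the campaign mean inhibition over all tested compounds plus 3 SD, cut at about 28% in these data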;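 note: 0% = plate median of test compound wells and 100% = 2 mM ZnCl2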
MEKK3 PB1 HTS = MEKK3-MEK5 PB1 interaction, increase or decrease; Q99759; bead-based flow cytometry, Alexa488-MEK5 binding to MEKK3; actives lie on both sides; 0 = blocked by unlabeled MEK5, 100 = vehicle; binding response (% of control), % at 10 µM; hit rate 1.4% among 290,000; AID 1529;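 active = binding response more than 3 SD above or below the average of its plate-row segment, actives on both sides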;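 note: Alexa488 bead fluorescence after subtracting the streptavidin-only scavenger bead signal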
OXTR ag = agonists of human oxytocin receptor. activation, % at 3 µM. AID 2435. CHO-OTR cells, Fluo-8 calcium fluorescence; normalized: DMSO 0%, oxytocin 100%. P30559. hit rate 0.32% among 320,000;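 active = activation above the mean of all tested compounds plus 3 SD, cutoff set per screening run, cut at about 20% in these data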;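 note: peak over basal fluorescence ratio from a 100 s FLIPR kinetic read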
Target sequence (P30559 whole entry, looked up): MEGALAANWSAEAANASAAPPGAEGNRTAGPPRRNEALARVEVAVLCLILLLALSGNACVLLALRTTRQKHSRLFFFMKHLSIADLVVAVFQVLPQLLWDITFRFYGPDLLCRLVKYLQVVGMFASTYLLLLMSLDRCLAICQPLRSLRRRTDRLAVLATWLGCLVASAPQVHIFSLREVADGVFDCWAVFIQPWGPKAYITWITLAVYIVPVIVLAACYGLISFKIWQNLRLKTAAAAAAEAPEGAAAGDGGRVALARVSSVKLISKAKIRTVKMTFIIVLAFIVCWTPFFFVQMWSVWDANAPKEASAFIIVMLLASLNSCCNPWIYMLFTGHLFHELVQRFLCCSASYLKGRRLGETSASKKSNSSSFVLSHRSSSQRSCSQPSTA
MEKK2wt PB1 HTS = raises or lowers MEK5 binding to wildtype human MEKK2 PB1 domain | hit rate 1.1% among 290,000 | binding response (% of control), % at 10 µM | Q9Y2U5 | bead flow cytometry, Alexa488-MEK5 binding to MEKK2 WT; actives lie on both sides; in the data active = binding response below about 67% or above about 130%
GPR7 antag = human neuropeptides B/W receptor 1 antagonism | P48145 | AID 1861 | inhibition, % at 4.4 µM | hit rate 1.1% among 290,000 | GPR7-expressing cells, fluorescence antagonist assay; in the data active = inhibition above about 16%, passing the limit was not always enough;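 note: cells stimulated with the agonist NPW; 0% = agonist with vehicle and 100% = vehicle without agonist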
Target sequence (P48145 whole entry, looked up): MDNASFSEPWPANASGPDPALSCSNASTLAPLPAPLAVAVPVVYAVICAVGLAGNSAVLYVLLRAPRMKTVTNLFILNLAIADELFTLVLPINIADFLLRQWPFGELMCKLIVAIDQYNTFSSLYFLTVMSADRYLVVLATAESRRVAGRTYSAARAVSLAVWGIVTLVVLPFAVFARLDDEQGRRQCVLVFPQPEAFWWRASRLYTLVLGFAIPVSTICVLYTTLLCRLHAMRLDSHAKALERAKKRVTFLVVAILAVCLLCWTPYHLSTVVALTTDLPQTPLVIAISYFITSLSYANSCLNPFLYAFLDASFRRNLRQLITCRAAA
PHOSPHO1 inh = blocks human PHOSPHO1 phosphatase activity. recombinant PHOSPHO1, absorbance phosphatase assay. hit rate 1.1% among 290,000. Q8TCT1. inhibition, % at 13.3 µM; in the data active = inhibition above about 60%
Target sequence (Q8TCT1 whole entry, looked up): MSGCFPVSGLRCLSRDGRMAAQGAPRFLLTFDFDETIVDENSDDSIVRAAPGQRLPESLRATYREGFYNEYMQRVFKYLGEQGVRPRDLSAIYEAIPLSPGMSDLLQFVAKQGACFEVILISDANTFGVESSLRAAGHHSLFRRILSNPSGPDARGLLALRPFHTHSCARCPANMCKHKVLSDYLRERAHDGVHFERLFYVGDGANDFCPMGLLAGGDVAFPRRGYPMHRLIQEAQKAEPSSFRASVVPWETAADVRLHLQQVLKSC
* hit, by the source's call; nt = not tested or not shown; [ ] = another dose, or the depositor's remark.

SMILES	NALP1 inh	DNA FID counter	MEKK2 mut-MEK5	M18AAP inhibitor	MEKK3 PB1 HTS	OXTR ag	MEKK2wt PB1 HTS	GPR7 antag	PHOSPHO1 inh
O=C(O)c1ncn(Cc2ccccc2)c1C(=O)O	-1.8	1.6	2.0	4.6	103.0	0.0	104.0	-6.7	-2.2
CCCCCn1cnc2sc(CC)cc2c1=O	20.2	-5.4	3.0	1.5	104.0	-2.2	97.0	-7.2	15.8
COc1ccccc1-n1cnc2cc(NCc3cccs3)ccc21	-6.6	-10.3	4.0	2.6	102.0	0.6	108.0	10.3	12.4
O=S(=O)(c1ccc(Cl)s1)N1CCc2ccccc2C1	9.7	-11.5	2.0	1.8	100.0	-1.4	100.0	-11.0	7.7
CC(C)CCC(CCNCc1ccccn1)c1ccc(Cl)cc1 (stereo not given)	27.8	33.2	10.0	8.8	103.0	6.4	131.0	30.0	15.0
O=C(NC1CCCN(Cc2ccc(Cl)cc2)C1)c1c(F)ccc(F)c1F (stereo not given)	-0.2	0.4	4.0	1.8	98.0	-0.7	108.0	-18.4	35.7
CCN(CC)C(=O)c1nn(Cc2ccccc2)c(=O)c2ccccc12	0.5	-28.8	2.0	-0.5	101.0	nt	104.0	-3.8	12.3
CCOC(=O)c1cc2c(N)c(C(=O)c3cc(C#N)c(SC)nc3C)sc2nc1C	14.7	-3.7	-7.0	-14.2	95.0	0.6	89.0	7.5	35.3
CCN(CC)C(=O)c1sc(NC(=O)c2ccc(OC)c([N+](=O)[O-])c2)c(C#N)c1C	20.5	-4.1	2.0	5.7	101.0	1.6	98.0	-6.0	-6.4
Cc1cc(-c2cc(C(=O)NC3CCCC3)on2)nc(NC2CCCC2)n1	nt	nt	5.0	nt	104.0	-1.1	86.0	nt	17.7
COc1cccc(NC(=O)c2cc3ccccc3oc2=O)c1	11.7	0.9	3.0	-5.5	106.0	0.2	103.0	-7.0	18.3
CNC[C@H](O)c1ccc(O)c(O)c1	18.0	1.9	2.0	54.3*	81.0	0.4	105.0	-25.5	-11.2
Cc1nn(C)cc1S(=O)(=O)Nc1ccc(C(F)(F)F)cc1	10.1	-8.3	12.0	6.6	104.0	3.5	107.0	-5.5	52.6
COc1ccc(SC[C@H](Cc2ccccc2)N2CCN(C)CCC2=O)cc1	-5.5	nt	4.0	nt	120.0	3.5	143.0*	nt	44.1
C/C(=N\NC(=O)OC(C)(C)C)c1ccc[nH]1	-15.9	-0.2	-5.0	11.3	103.0	-0.7	92.0	0.7	6.6
Cc1[nH]c2c(C)cccc2c1CCNC(=O)c1ccc2c(c1[N+](=O)[O-])C(=O)c1ccccc1C2=O	13.3	7.2	5.0	0.2	101.0	-1.3	102.0	-3.3	2.9
Cc1ccc(N(NC(=O)C(O)(c2ccccc2)c2ccccc2)C(=O)CCl)cc1	10.6	-11.8	-2.0	6.4	99.0	-0.3	101.0	10.8	-6.9
Cc1ccnc2nc(C(=O)NCc3cccs3)nn12	17.7	-1.0	3.0	-10.5	104.0	-1.2	104.0	-3.7	26.1
Clc1ccc(-c2n[nH]c3c2CCC3)cc1Cl	10.7	-8.1	6.0	0.2	106.0	-1.4	101.0	-17.2	-4.1
Cc1cccc(Cn2nc(C)c(NC(=O)c3ccc(F)cc3)c2C)c1	-4.5	-21.3	-13.0	-1.4	91.0	-1.8	80.0	10.9	20.2
CC(C)c1ccc(NNC(=O)C2CCC2)cc1	2.7	-0.3	1.0	23.2	103.0	0.5	103.0	-2.7	7.2
Cc1ccc(C)c(S(=O)(=O)NCCCn2ccnc2)c1	22.6	-2.6	0.0	2.4	101.0	-0.6	106.0	-0.8	10.7
COc1cccc(-c2nc(CCl)cs2)c1OC	15.5	-10.4	-3.0	10.4	97.0	0.0	92.0	17.4	-19.1
Cc1sc2ncnc(OCC(=O)NC(C)C)c2c1C	12.1	-1.2	-3.0	4.5	94.0	0.1	97.0	-6.0	21.8
O=C(NN1c2ccccc2CCc2ccccc21)c1ccccc1Br	4.9	-13.4	-1.0	-3.8	94.0	-2.4	94.0	2.9	20.6
Cc1ccc(C(C(=O)NCc2ccc(F)cc2)N(CCCO)C(=O)C2COc3ccccc3O2)o1 (stereo not given)	-1.3	-28.6	6.0	-0.9	104.0	2.4	99.0	-6.5	41.2
COC(=O)c1c(NC(=O)c2ccccc2C(=O)O)sc2c1CCC2	6.1	-31.4	5.0	2.3	115.0	-0.2	113.0	-0.5	-13.0
Nc1nonc1-n1nnc(C(=O)N/N=C/c2ccncc2)c1-c1ccccc1	1.2	-15.1	-1.0	4.4	98.0	3.1	101.0	-12.6	24.0
O=C(NCCN1CCN(c2ccccc2)CC1)C1CCN(S(=O)(=O)c2cccs2)CC1	3.8	6.8	4.0	7.2	96.0	nt	101.0	-8.8	-10.9
COc1ccc(C2C(C(C)=O)=C(C)Nc3ncnn32)cc1[N+](=O)[O-] (stereo not given)	18.5	0.6	-1.0	-7.9	97.0	0.1	98.0	5.4	24.1
Cc1ccc(C(=O)CC(C(=O)O)n2cnc([N+](=O)[O-])n2)cc1 (stereo not given)	-3.5	-0.6	-14.0	-16.0	49.0*[inhibitor]	1.2	55.0	-6.7	44.9
Fc1ccccc1-c1nc(-c2cnccc2C(F)(F)F)no1	1.4	-3.6	9.0	-10.6	103.0	-0.5	98.0	-12.3	-5.5
O=C(CCc1ccc(S(=O)(=O)NCc2ccccc2)cc1)NCc1ccco1	31.3	-9.2	2.0	-4.6	108.0	1.2	110.0	1.2	15.8
Cn1c(-c2c(N)n(C3CCCC3)c3nc4ccccc4nc23)nc2ccccc21	-1.5	-1.7	0.0	0.0	99.0	0.3	106.0	-11.9	0.6
COc1cc(NC(=O)c2cccs2)c(C(=O)OCC(=O)NC(=O)NC(C)(C)C)cc1OC	-4.6	-9.6	7.0	6.9	110.0	-2.1	107.0	-11.7	-4.9
CCCOC1CCCN(C(=O)CCc2nnc(Cc3cccc(C)c3)o2)C1 (stereo not given)	-6.8	-28.3	1.0	-1.3	104.0	-0.6	104.0	-16.4	-41.6
CN1CCN(C(=O)c2cccn(Cc3c(Cl)cccc3Cl)c2=O)CC1	22.8	-2.8	4.0	2.5	103.0	-0.6	108.0	-6.4	28.4
CCOC(=O)c1ccc(NC(=O)c2nc[nH]c2C(=O)N[C@@H](CC(C)C)C(=O)OCc2ccccc2)cc1	nt	nt	3.0	nt	106.0	-0.2	104.0	nt	29.7
Cc1no[n+]([O-])c1COc1ccccc1/C=N/n1nnnc1N	15.4	1.4	0.0	1.8	94.0	-0.8	96.0	-9.6	0.6
CCn1c(C(=O)O)c(CC(=O)Nc2ccccc2F)c2ccccc21	4.3	-22.9	-6.0	-2.5	100.0	-1.8	96.0	-2.9	42.4
C[C@]12C(=O)N(c3ccccc3)C(=O)N1[C@@H]1c3ccccc3OC[C@@H]1[C@H]2c1ccccc1	8.2	-36.5	-2.0	7.6	102.0	-1.3	95.0	-0.9	-7.3
Cc1[nH][nH]c(=O)c1C(c1c(C)[nH][nH]c1=O)c1cn(C)c2ccccc12	9.6	3.8	-3.0	13.3	97.0	nt	97.0	-8.4	39.5
O/N=C1\CCCc2ccc3ccccc3c21	nt	-6.4	-20.0	-10.0	88.0	-1.0	92.0	-12.0	41.2
COc1ccc(NC(=S)Nc2ccc(N)c([N+](=O)[O-])c2)cc1	0.0	7.2	-4.0	11.9	95.0	-0.5	92.0	-6.7	39.7
COc1ccc(C(=O)NC2CC(C)(C)NC(C)(C)C2)cc1OC	13.5	-2.1	1.0	-0.9	101.0	-0.3	107.0	-2.1	28.7
COc1ccc(CCCc2nnc(SCC(=O)Nc3nc(C)cs3)n2C)cc1C	8.0	-27.5	0.0	2.8	104.0	-0.6	106.0	-9.1	39.3
Cc1cc(C)nc(NC=C2C(=O)OC(C)(C)OC2=O)n1	15.5	-0.9	20.0	-15.3	126.0	1.4	124.0	-15.3	28.5
Cc1ccc([N+](=O)[O-])cc1S(=O)(=O)N1CCN(C)CC1	25.3	2.5	-2.0	-13.3	112.0	0.2	104.0	-6.1	43.9
O=C(CCCOc1ccc(Br)cc1)NCCc1ccc(OC(F)F)cc1	9.6	-28.1	1.0	4.2	98.0	2.9	103.0	16.1	28.0
c1ccc(-c2nc(N3CCCCC3)nc3ccccc23)cc1	-16.8	-14.2	-4.0	-4.0	78.0	-1.0	88.0	-13.2	-3.5
CN1CCN(C(=S)c2ccc(-c3cccc([N+](=O)[O-])c3)o2)CC1	11.2	2.0	13.0	-8.6	96.0	-0.1	106.0	-8.0	11.6
COc1ccc(OC)c(NC(=O)CSc2ccc3nnc(-c4cccnc4)n3n2)c1	27.3	-7.8	-2.0	2.7	99.0	-0.1	94.0	-6.6	-20.9
O=C(CC12CC3CC(CC(Br)(C3)C1)C2)Nc1cccc(S(=O)(=O)NC2=NCCC2)c1	7.1	-7.5	3.0	-6.6	105.0	0.1	103.0	-20.4	25.6
COCCn1c(-c2ccc(OC)cc2)cnc1N	-18.0	-4.7	-4.0	4.0	95.0	2.3	-6.0*	0.8	-4.6
O=C(NNC(=O)c1ccccc1[N+](=O)[O-])c1cccs1	19.8	-1.0	9.0	3.0	102.0	0.4	104.0	-18.9	-9.7
Nc1ccc2c(c1)C(=O)N(CCCCCC(=O)O)C2	3.5	-3.7	-3.0	8.5	86.0	0.0	101.0	-16.2	-4.4
CC1(C)NC(=O)NC2(C)NC(=O)NC(C)(C)C12 (stereo not given)	4.1	0.8	3.0	6.0	102.0	1.6	108.0	15.5	-6.1
CCCCCCCCC(=O)N/N=C(\C)c1cccnc1	6.1	-4.6	1.0	5.7	103.0	-0.8	98.0	-3.6	-35.3
COc1ccc(-n2c(Cc3cccn3C)nnc2SCC(=O)NC2CCCC2)cc1	14.3	-44.8	4.0	-18.5	104.0	-0.5	100.0	1.4	-30.2
COc1ccc(N2CCN(S(=O)(=O)CCNC(=O)COc3ccc(Cl)cc3)CC2)cc1	9.6	-42.1	1.0	5.8	102.0	9.3	103.0	-7.6	10.3

Other compounds
SMILES	NALP1 inh	DNA FID counter	MEKK2 mut-MEK5	M18AAP inhibitor	MEKK3 PB1 HTS	OXTR ag	MEKK2wt PB1 HTS	GPR7 antag	PHOSPHO1 inh
Cc1cc(NC(=O)CSc2nc3cc4c(cc3c(=O)n2CCc2ccccc2)OCO4)no1	0.6	1.8	6.0	-4.0	102.0	0.7	101.0	-0.3	14.0
CC1CN(c2ccc(Oc3ccccc3)cc2)c2nc3c(c(=O)[nH]c(=O)n3C)n2C1 (stereo not given)	26.4	-2.6	2.0	-4.1	101.0	nt	105.0	-6.7	0.6
COC(=O)c1ccccc1NC(=S)NC(NC(=O)COc1ccccc1)C(Cl)(Cl)Cl (stereo not given)	-1.0	1.9	nt	7.6	nt	-1.5	nt	-2.5	20.3
COc1ccc(OC)c(CNc2ccc3c(c2)CCC3)c1	nt	0.1	2.0	0.6	103.0	0.1	110.0	-3.9	nt
O=C(NCc1ccc2c(c1)OCO2)C1CCN(c2ncccn2)CC1	26.4	1.8	1.0	1.6	98.0	0.5	98.0	2.4	12.6

Profiles as entered above:
Listed for COc1ccc(OC)c(CNc2ccc3c(c2)CCC3)c1 = NALP1 inh: nt; DNA FID counter: 0.1; MEKK2 mut-MEK5: 2.0; M18AAP inhibitor: 0.6; MEKK3 PB1 HTS: 103.0; OXTR ag: 0.1; MEKK2wt PB1 HTS: 110.0; GPR7 antag: -3.9; PHOSPHO1 inh: nt
Listed for COC(=O)c1ccccc1NC(=S)NC(NC(=O)COc1ccccc1)C(Cl)(Cl)Cl (stereo not given) = NALP1 inh: -1.0; DNA FID counter: 1.9; MEKK2 mut-MEK5: nt; M18AAP inhibitor: 7.6; MEKK3 PB1 HTS: nt; OXTR ag: -1.5; MEKK2wt PB1 HTS: nt; GPR7 antag: -2.5; PHOSPHO1 inh: 20.3
